Screens (PubChem)
D2 antagonist: HTS Assay for Allosteric Antagonists of the Human D2 Dopamine Receptor: Primary Screen for Antagonists; D(2) dopamine receptor (Homo sapiens), P14416; HEK293 TREx D2 cells, calcium flux, dopamine EC80; inhibition, % at 10 µM; actives 2% (n = 340,000); AID 485344, 2010; in the data active means inhibition above about 30%; further: 0% is about no effect
Target sequence (P14416 whole entry, looked up): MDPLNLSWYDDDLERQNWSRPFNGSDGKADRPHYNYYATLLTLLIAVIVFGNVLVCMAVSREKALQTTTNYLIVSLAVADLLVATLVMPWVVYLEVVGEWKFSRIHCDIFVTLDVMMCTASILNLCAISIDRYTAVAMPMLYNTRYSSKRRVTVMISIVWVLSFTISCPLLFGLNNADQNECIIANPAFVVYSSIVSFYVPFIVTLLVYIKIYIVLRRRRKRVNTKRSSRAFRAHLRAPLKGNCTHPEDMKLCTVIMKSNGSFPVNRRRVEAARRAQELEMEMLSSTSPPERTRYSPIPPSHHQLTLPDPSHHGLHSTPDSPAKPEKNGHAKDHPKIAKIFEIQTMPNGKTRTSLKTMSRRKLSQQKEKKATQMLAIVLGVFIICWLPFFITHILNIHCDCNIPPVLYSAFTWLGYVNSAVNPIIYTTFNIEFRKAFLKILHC
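Inhibition of EC80 dopamine-driven calcium flux, recorded kinetically, defines activity here; cells are a tetracycline-induced HEK293 T-REx line expressing force-coupled D2.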
D1 antag: Antagonist of Human D 1 Dopamine Receptor: qHTS. D(1A) dopamine receptor (Homo sapiens), P21728. actives 3.2% (n = 360,000). activity change, negative = inhibition, % at 10 µM. AID 504652, 2011. HEK293 TREx D1 cells, calcium flux, dopamine EC80; stronger effect = lower value; in the data active means activity change below about -30%; further: on the % scale 0 is the no-effect control and ±100 the full control effect
Target sequence (P21728 whole entry, looked up): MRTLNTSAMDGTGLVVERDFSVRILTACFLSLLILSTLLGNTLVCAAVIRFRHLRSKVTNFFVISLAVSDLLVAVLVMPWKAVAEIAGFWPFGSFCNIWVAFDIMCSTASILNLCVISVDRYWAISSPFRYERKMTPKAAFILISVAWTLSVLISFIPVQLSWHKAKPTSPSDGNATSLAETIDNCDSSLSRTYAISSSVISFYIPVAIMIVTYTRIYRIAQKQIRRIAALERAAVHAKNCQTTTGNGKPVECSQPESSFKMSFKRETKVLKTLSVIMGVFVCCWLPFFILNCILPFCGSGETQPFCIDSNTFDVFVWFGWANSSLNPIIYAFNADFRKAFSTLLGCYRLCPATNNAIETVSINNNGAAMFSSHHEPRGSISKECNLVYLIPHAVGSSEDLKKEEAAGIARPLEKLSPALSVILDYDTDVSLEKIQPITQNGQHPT
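Kinetic fluorescence of a calcium dye serves as the read-out. D1-expressing Hek293 Trex cells, induced overnight at 30 C, are exposed to compound for 180 s before an EC80 dopamine addition, then read 180 s further.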
RXFP1 ag: qHTS Assay for Agonists of the Relaxin Receptor RXFP1; HEK293T-RXFP1 cAMP TR-FRET, 30 min; response scale: percent of porcine relaxin response, buffer zero; Potency, µM (doses to about 57.5 µM), for inactives: at the highest dose activation, usual class: activators; actives 0.3% (n = 370,000); AID 2676, 2010; active means well fitted activation curve with a large enough effect; inconclusive means small, poorly fitted or top-dose-only effect; further: potency means the concentration at half of the fitted maximal effect; on the % scale 0 is the no-effect control and ±100 the full control effect; nearly all actives have a fitted effect of over 60% in size; many of its hits are not listed in these tables
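cAMP rise read by TR-FRET after 30 min, 37C compound exposure (up to 58 uM) in RXFP1-transfected HEK293 cells with Ro 20174 present. EC50 from Hill-equation fits, with 29 nM porcine relaxin as 100% and buffer as basal.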
D1 potentiator: Potentiators of Human D1 Dopamine Receptor: qHTS | D(1A) dopamine receptor (Homo sapiens), P21728 | HEK293 TREx D1 cells, calcium flux, dopamine EC20 potentiation | potentiation, % at 10 µM | actives 0.036% (n = 360,000) | AID 504651, 2011; in the data active means potentiation above about 30%; further: 0% is about no effect
RXFP1 antag: qHTS Assay for Antagonists of the Relaxin Receptor RXFP1; Relaxin receptor 1 (Homo sapiens), Q9HBX9; HEK293-RXFP1, relaxin-stimulated cAMP HTRF, 30 min; stronger effect = lower value; activity change, negative = inhibition, % at 57.5 µM; actives 0.59% (n = 350,000);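 active means activity change of -60% or lower, but not beyond a set lower limit; inconclusive means change between -60% and -40%, or beyond the set limit; inactive means change above -40%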; further: on the % scale 0 is the no-effect control and ±100 the full control effect
TRHR PAM: qHTS for Small Molecule Agonists and Allosteric Enhancers of Human TRH Receptor: Primary Screen for Enhancers | AID 493056, 2011 | actives 0.66% (n = 360,000) | enhancement, % at 2 µM | Thyrotropin-releasing hormone receptor (Homo sapiens), P34981 | TRHR cells, fluo-8 calcium fluorescence, EC20 TRH enhancement; in the data active means enhancement above about 30%; further: 0% is about no effect
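TRHR-expressing cells loaded with fluo-8 calcium dye were read kinetically (ex 480/em 530) during compound addition, then stimulated with an EC20 of TRH (10 nM final). Enhancement of the Gq-mediated intracellular calcium response was scored.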
D2 ag: HTS Assay for Allosteric Agonists of the Human D2 Dopamine Receptor: Primary Screen for Agonists | D(2) dopamine receptor (Homo sapiens), P14416 | HEK293 T-REx D2 cells, calcium flux agonist mode | activation, % at 2 µM | actives 0.53% (n = 340,000) | AID 485358, 2010;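 active means activation over 3 SD above normal in the single-dose calcium agonist read, cut at about 30% in these data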; further: 0% is about no effect
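Tetracycline-induced HEK293 T-REx cells with force-coupled D2 receptor, plated overnight at 30 C, loaded with no-wash calcium dye. After a 10 s baseline, compound was pin-added and calcium flux read kinetically for 180 s; calcium rises flagged agonists.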
D2 potentiator: HTS Assay for Positive Allosteric Modulators of the Human D2 Dopamine Receptor: Primary Screen for Potentiators; D(2) dopamine receptor (Homo sapiens), P14416; HEK293 T-REx D2, calcium flux, EC20 dopamine potentiation; potentiation, % at 10 µM; actives 0.34% (n = 340,000); AID 485347, 2010;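 active means potentiation over 3 SD above the plate norm, cut at about 30% in these data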; further: 0% is about no effect
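Primary screen. Calcium kinetics in induced HEK293 T-REx D2 cells: compound pre-addition 180 s, EC20 dopamine, 180 s more.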
D1 agonist: Allosteric Agonists of the Human D1 Dopamine Receptor: qHTS. activation, % at 2 µM. actives 1% (n = 360,000). HEK293 T-REx D1 cells, calcium flux, agonist mode; in the data active means activation above about 30%; further: 0% is about no effect
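Agonism was scored from calcium flux recorded over 180 s (1 read/s) after pintool compound addition, following a 10-cycle baseline. Cells were inducible force-coupled HEK293 TREx D1, plated overnight at 30 C and loaded with no-wash calcium dye.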
* hit, by the source's call; ? = inconclusive; . = no result given. Only part of the results is shown; rates above refer to the full screens.

The line under a structure holds: D2 antagonist | D1 antag | RXFP1 ag | D1 potentiator | RXFP1 antag | TRHR PAM | D2 ag | D2 potentiator | D1 agonist
1: Cc1nc(CN(C)C(=O)CC2C(=O)NCCN2Cc2ccc(-c3ccccc3)cc2)cs1 (configuration not stated)
→ -23.5 | -14.1 | -0.8% | -1.6 | -25.4 | -12.0 | -0.6 | -6.6 | 5.1
2: CN(Cc1c(C(=O)N/N=C/c2cccc(O)c2)nnn1-c1nonc1N)c1ccccc1
→ 1.7 | 0.4 | -0.1% | 1.1 | -14.8 | 5.9 | 0.3 | -1.8 | 11.1
3: CCCCNC(=O)CSc1nnc(C)c2c(C)n(-c3ccccc3)nc12
→ . | 8.3 | ? | -0.1 | 0.0 | 2.3 | -0.9 | -4.3 | -0.2
4: NC(=O)c1ccc[n+]([C@H]2O[C@@H](COP(=O)([O-])OP(=O)(O)OC[C@H]3O[C@@H](n4cnc5c(N)ncnc54)[C@H](O)[C@@H]3O)[C@H](O)[C@@H]2O)c1
→ -5.1 | 19.6 | 28.7% | 22.8 | . | 8.8 | 1.2 | 1.4 | 189.5*
5: CCOc1ccccc1CN1C(=O)NC2(CCCCCC2)C1=O
→ . | 7.5 | -0.7% | -2.6 | -11.0 | 1.2 | . | . | 5.8
6: COc1ccccc1C(=O)Nc1cccc(OCc2cc(=O)n3ccccc3n2)c1
→ . | -13.6 | ? | -4.5 | 0.9 | 6.7 | -1.6 | 6.3 | -0.3
7: CC(NC(=O)CCSc1nc(-c2ccc3c(c2)OCO3)cc(C(F)(F)F)n1)c1ccccc1 (configuration not stated)
→ 5.2 | 6.8 | 1.9% | -1.1 | 2.2 | 11.8 | 1.4 | -5.7 | 9.9
8: C[N+]1(CCCOC(=O)C2(c3ccccc3)CCCC2)CCOCC1
→ -10.0 | 9.5 | 0.7% | -0.8 | . | -3.2 | -6.0 | -0.8 | 3.0
9: CC1=C(C(=O)OCC(Cl)(Cl)Cl)N2C(=O)C(NC(=O)Cc3ccccc3)C2SC1 (configuration not stated)
→ 1.2 | -34.3* | -1.1% | -9.9 | ? | 4.3 | 0.7 | 15.0 | 26.1
10: Cc1cc(=O)c(C(=O)O)cn1Nc1ccc(F)cc1
→ 4.0 | 2.7 | -0.1% | -4.7 | 3.2 | 1.4 | 0.6 | 4.2 | 2.5
11: Cc1oc(-c2ccccc2F)nc1CS(=O)(=O)CC(=O)N1CCN(c2ccc(Cl)cc2)CC1
→ . | -18.5 | 0.6% | -3.0 | . | 5.0 | . | 5.0 | 4.7
12: O=C(C1CCN(c2ncnc3c2sc2cccc(F)c23)CC1)N1CCCC1
→ 5.1 | -3.5 | ? | -9.9 | . | 0.6 | -0.6 | 24.7 | 11.9
13: CN(C)/C=C1\SC(=S)N(N2C(=O)C3C4C=CC(C4)C3C2=O)C1=O (configuration not stated)
→ 1.4 | -15.3 | 0.2% | 5.8 | -2.6 | -0.7 | 2.2 | 1.2 | 3.4
14: COc1ccc(C(c2nnnn2C2CCCCC2)N2CCN(C)CC2)c(OC)c1 (configuration not stated)
→ 10.1 | -23.8 | 0.2% | -1.6 | -13.4 | -4.2 | -0.4 | 9.4 | 2.0
15: O=S(=O)(c1ccccc1)c1nc(-c2cccs2)oc1NCc1cccnc1
→ 5.0 | -22.7 | 2.2% | 5.7 | -14.5 | -5.3 | -1.3 | 5.9 | -0.3
16: O=C(O)CCSCCCN1C(=O)c2cccc3cccc(c23)C1=O
→ 11.1 | 9.7 | 7.1% | -2.6 | 11.7 | 1.8 | 5.3 | -2.9 | 4.9
17: COC(=O)C1=C(C)NC(C)=C(C(=O)OC)C1C1CC=CCC1 (configuration not stated)
→ 7.5 | -21.3 | -0.2% | -5.4 | 1.7 | 1.7 | -0.1 | 6.3 | 0.9
18: CC(C)CC(=O)Nc1nc2c(s1)CC(C(C)(C)C)CC2 (configuration not stated)
→ . | 0.9 | -0.3% | -2.4 | . | 10.3 | -1.4 | 2.9 | 5.0
19: CN(C)c1cccc(C(=O)OCC(=O)NCC2CCCO2)c1 (configuration not stated)
→ -15.7 | -8.6 | -0.3% | -1.0 | 9.1 | 9.2 | 0.0 | -7.2 | 0.9
20: CCCn1cnnc1CNC(=O)C1CCC(=O)N(CCc2cccc(F)c2)C1 (configuration not stated)
→ -4.4 | 3.2 | 0.0% | -2.6 | 2.6 | -6.2 | 1.0 | 1.2 | 5.2
21: CCCNC(=O)C1Cc2cc(S(=O)(=O)N3CCCC3)ccc2N1C(C)=O (configuration not stated)
→ 6.6 | -1.4 | 3.2% | -3.2 | 1.0 | -5.8 | 0.4 | 2.7 | 0.2
22: O=c1ccn(Cc2ccccc2)c2ccccc12
→ 5.7 | -0.9 | 7.4% | 0.1 | . | -0.2 | -0.2 | 11.5 | 16.6
23: CCc1c(C(=O)N/N=C/c2cccs2)nnn1-c1nonc1N
→ 6.4 | 21.6 | 0.1% | -1.3 | -13.4 | 4.1 | 7.4 | -1.8 | -1.6
24: Cc1cc(S(=O)(=O)N2CCN(c3ncccn3)CC2)ccc1-n1cnnn1
→ -18.0 | -16.1 | -3.2% | -2.2 | -3.7 | -7.2 | -0.2 | 14.6 | 1.4
25: Cc1ccc(N(C)C(=O)N2CCN(S(=O)(=O)c3ccc(C)c(C)c3)CC2)cc1
→ 5.1 | 4.7 | 0.8% | 6.0 | 7.5 | -4.6 | -0.9 | 1.5 | -0.2
26: C=CCn1c(COc2ccccc2F)nnc1SCC(=O)N1CC(=O)Nc2ccccc21
→ 1.6 | 6.4 | 0.5% | -1.1 | -4.8 | 29.5 | 0.3 | 3.7 | 0.1
27: CCOc1ccc(CCNC(=O)C2Cc3ccccc3N2C(=O)CC)cc1OCC (configuration not stated)
→ . | -1.8 | 2.7% | 0.6 | 6.4 | -2.9 | -3.7 | -2.0 | -1.5
28: CC1CN(C)C(C)c2c1oc1ccc([N+](=O)[O-])cc21 (configuration not stated)
→ -1.6 | -0.3 | 1.2% | -1.6 | -4.4 | -9.0 | -0.8 | -6.0 | 0.0
29: CCn1c(-c2ccc(C)cc2)nn(CC(=O)NCCc2ccccc2)c1=S
→ -5.1 | -3.8 | -1.8% | -5.0 | -6.2 | 7.8 | -0.6 | 5.9 | -0.2
30: O=C(O)C1CSC2(CCN(Cc3ccccc3)CC2)N1 (configuration not stated)
→ -1.2 | 12.7 | 1.9% | 6.2 | -4.5 | 3.1 | -0.3 | -4.7 | 1.7

A different layout for part of the listing above:
#8 C[N+]1(CCCOC(=O)C2(c3ccccc3)CCCC2)CCOCC1
  D2 antagonist: -10.0
  D1 antag: 9.5
  RXFP1 ag: 0.7%
  D1 potentiator: -0.8
  RXFP1 antag: .
  TRHR PAM: -3.2
  D2 ag: -6.0
  D2 potentiator: -0.8
  D1 agonist: 3.0

#9 CC1=C(C(=O)OCC(Cl)(Cl)Cl)N2C(=O)C(NC(=O)Cc3ccccc3)C2SC1 (configuration not stated)
  D2 antagonist: 1.2
  D1 antag: -34.3*
  RXFP1 ag: -1.1%
  D1 potentiator: -9.9
  RXFP1 antag: ?
  TRHR PAM: 4.3
  D2 ag: 0.7
  D2 potentiator: 15.0
  D1 agonist: 26.1

#10 Cc1cc(=O)c(C(=O)O)cn1Nc1ccc(F)cc1
  D2 antagonist: 4.0
  D1 antag: 2.7
  RXFP1 ag: -0.1%
  D1 potentiator: -4.7
  RXFP1 antag: 3.2
  TRHR PAM: 1.4
  D2 ag: 0.6
  D2 potentiator: 4.2
  D1 agonist: 2.5

#11 Cc1oc(-c2ccccc2F)nc1CS(=O)(=O)CC(=O)N1CCN(c2ccc(Cl)cc2)CC1
  D2 antagonist: .
  D1 antag: -18.5
  RXFP1 ag: 0.6%
  D1 potentiator: -3.0
  RXFP1 antag: .
  TRHR PAM: 5.0
  D2 ag: .
  D2 potentiator: 5.0
  D1 agonist: 4.7

Further entries follow.
The line under a structure holds: D2 antagonist | D1 antag | RXFP1 ag | D1 potentiator | RXFP1 antag | TRHR PAM | D2 ag | D2 potentiator | D1 agonist
31: OCC1(CC2CCCCO2)CCN(C/C=C/c2ccccc2)CC1 (configuration not stated)
→ -8.9 | -17.9 | 2.4% | -1.4 | -8.0 | 8.6 | -0.8 | 2.8 | 18.1
32: COc1ccc(CC(=O)Nc2sc3c(c2C(=O)Nc2cccc(C)c2)CCCCC3)cc1
→ . | 5.4 | 1.0% | 3.4 | -8.0 | 8.4 | -0.6 | 8.2 | -2.3
33: Cc1cccc(C(C(=O)NC2CCCCC2)N(C(=O)c2csnn2)C2CC2)c1 (configuration not stated)
→ -9.7 | 7.8 | 2.0% | 0.7 | -10.3 | 3.6 | 0.8 | -28.2 | 0.3
34: CC(=O)N1CCN(c2cc3c(cc2F)c(=O)c(C(=O)O)cn3C2CC2)CC1
→ -9.4 | -21.3 | 4.7% | -9.5 | 6.0 | 1.4 | 0.4 | 8.8 | 2.9
35: C/C(=N\OCC(=O)OCC(=O)NC(=O)c1ccccc1)c1ccc2c(c1)OCO2
→ 0.6 | -40.4* | 1.4% | 0.8 | 6.9 | -2.4 | 0.9 | -1.3 | 3.1
36: CCOc1ccc(/C(O)=C2/C(=O)C(=O)N(CCOCCO)C2c2ccccc2)cc1 (configuration not stated)
→ -22.5 | -2.3 | ? | 5.2 | 14.5 | -0.6 | 0.0 | 13.5 | 1.3
37: Cc1ccc(NC(=O)C2CC(=O)N(Cc3ccccc3)C2)nc1 (configuration not stated)
→ -4.0 | -3.6 | -1.4% | 1.7 | -5.0 | 0.8 | 0.0 | 1.2 | 2.1
38: O=C(O)CC(SCC(=O)Nc1ccc(Br)cc1)C(=O)O (configuration not stated)
→ 0.5 | -17.0 | 0.0% | 3.0 | 17.7 | 1.0 | -0.8 | 11.0 | 2.0
39: COc1ccc2nc(NC(=S)N(C)C)sc2c1
→ 8.5 | 12.1 | -6.4% | -7.3 | -3.4 | -2.2 | -1.4 | 9.0 | -0.2
40: Cc1ccc(C(=O)CSc2nnc(CNc3ccc(C)cc3C)o2)cc1
→ 22.1 | -10.4 | 0.4% | 8.2 | -3.6 | 3.4 | 1.7 | . | -1.0
